Thrombin inh: blocks human thrombin protease activity; P00734; alpha-thrombin, Boc-VPR-AMC fluorogenic substrate cleavage; inhibition, % at 5 µM; hit rate 0.26% among 220,000; AID 1046;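 active = inhibition at or above 40%; inactive = inhibition below 40%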;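 also: 0% = enzyme with no compound and 100% = wells without enzyme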
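System: human alpha-thrombin protein; Compound dosing: one concentration per compound, 5 µM, with 0.2% DMSO; Timing: reaction at room temperature; Technique: AMC fluorescence, 355/460 nm; Controls: enzyme without compound as high, wells lacking enzyme as low.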
Hck Nef HTS: blocks Nef-activated human Hck kinase; P08631; Recombinant Hck-YEEI plus Nef, Z-Lyte FRET kinase assay; inhibition, % at 20 µM; hit rate 0.68% among 220,000;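 active = Hck-Nef kinase inhibition above about 50%, limit read from the data; inactive = inhibition below that limit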;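 also: 0% = DMSO with Hck plus Nef and 100% = Hck alone without Nef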
KLK5 inh: inhibitors of human kallikrein 5; Q9Y337; recombinant hK5, fluorogenic AMC substrate cleavage; inhibition, % at 5 µM; hit rate 0.59% among 210,000;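 active = inhibition of 40% or more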;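 also: 0% = enzyme controls without compound and 100% = no-enzyme blanks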
Target sequence (Q9Y337 67-293 limits assumed): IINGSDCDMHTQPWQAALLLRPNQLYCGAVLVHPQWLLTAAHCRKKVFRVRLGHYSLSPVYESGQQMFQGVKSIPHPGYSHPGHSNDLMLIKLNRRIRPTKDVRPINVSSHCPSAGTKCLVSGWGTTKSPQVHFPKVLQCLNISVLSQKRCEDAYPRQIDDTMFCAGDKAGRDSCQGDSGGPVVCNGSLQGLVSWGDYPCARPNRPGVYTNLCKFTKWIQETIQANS
FXIIa inh: blocks human coagulation factor XIIa protease activity. purified FXIIa, Boc-QGR-AMC fluorogenic substrate, 2 h. hit rate 0.3% among 220,000. AID 800. inhibition, % at 5 µM. P00748; in the data active = inhibition above about 40%;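 also: 0% = enzyme with no compound and 100% = blank without enzyme; many of its hits are not listed in these tables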
L929 necroptosis: L929 zVAD cell death inhibition; viability rescue, % at 10 µM; L929 zVAD necroptosis rescue, ATP luminescence, 24 h; with zVAD 60 µM; hit rate 0.38% among 220,000; AID 1377;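 active = activation, scaled between plate controls, above about 75%, limit read from the data; inactive = activation under that limit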;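 also: 0% = zVAD with DMSO and 100% = DMSO alone without zVAD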
TNF necrop inh: inhibitors of TNF-alpha induced necroptosis in Jurkat FADD-/- cells; activation (protection from cell death), % at 10 µM; AID 463075; Jurkat FADD-/- TNF necroptosis rescue, ATP luminescence, 24 h; 0 = TNF only, 100 = no-TNF cells; hit rate 0.068% among 220,000;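 active = activation, meaning protection from cell death, of at least 50% relative to plate controls; inactive = activation below 50%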;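 also: necroptosis triggered by 40 ng/mL TNF-alpha added together with compound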
Rad51 HR inh: Rad51 (human) homologous recombination inhibition; hit rate 0.085% among 200,000; inhibition, % at 10 µM; AID 1385; hRad51 DNA strand exchange, fluorescence dequenching;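 active = inhibition above 40% at the single screening dose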;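 also: 0% = DMSO control wells and 100% = blanks with heterologous ssDNA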
Target sequence (Q06609 whole entry, looked up): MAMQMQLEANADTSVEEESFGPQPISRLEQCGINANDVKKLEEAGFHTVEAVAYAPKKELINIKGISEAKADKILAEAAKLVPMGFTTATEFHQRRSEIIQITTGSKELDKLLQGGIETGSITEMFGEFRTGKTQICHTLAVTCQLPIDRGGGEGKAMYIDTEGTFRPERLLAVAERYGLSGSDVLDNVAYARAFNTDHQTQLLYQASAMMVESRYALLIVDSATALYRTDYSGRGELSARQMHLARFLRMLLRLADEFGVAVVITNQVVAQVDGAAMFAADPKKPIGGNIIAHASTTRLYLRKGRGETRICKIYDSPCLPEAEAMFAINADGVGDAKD
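Material: hRad51 filaments on single-stranded DNA; Reagent: Donor/quencher-labelled 47-bp dsDNA substrate; Compound: 10 µM final, single point; Schedule: 37 °C 15-min filament assembly, 30-min compound preincubation, 15-min exchange; Technique: FRET fluorescence, excitation 485 nm, emission 520 nm; Benchmarks: control wells and blank wells on each plate.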
FXIa inh 1536: factor XIa (human) inhibition | P03951 | purified FXIa, Boc-Glu-Ala-Arg-AMC fluorogenic substrate | inhibition, % at 5 µM | hit rate 0.14% among 220,000 | AID 798;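 active = inhibition of at least 40%; inactive = inhibition below 40%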;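 also: fluorescence of freed AMC excited at 355 nm; 0% = enzyme without compound and 100% = no enzyme blank; many of its hits are not listed in these tables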
KCC2 mod: KCC2 (human) Cl- transport modulation. Q9H2X9. KCC2 cells, thallium flux FluoZin-2 fluorescence. B-score of Tl+ flux slope (higher = more flux/activation; lower = inhibition) at 10 µM. hit rate 2.2% among 190,000. AID 1456;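 active = thallium flux slope and its plate-corrected score both differing from the plate sample mean at a set confidence after two filtering rounds, in either direction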;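 also: slope of fluorescence scaled to starting intensity during 10 to 20 s after thallium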
An asterisk follows results filed as active; x = no result given.

molecule | Thrombin inh | Hck Nef HTS | KLK5 inh | FXIIa inh | L929 necroptosis | TNF necrop inh | Rad51 HR inh | FXIa inh 1536 | KCC2 mod
CCOC(=O)Cn1nnnc1CN(CCc1ccccc1)Cc1cc2cc(CC)ccc2[nH]c1=O | 1 | 1 | -11 | 15 | -0.9 | -2.1 | x | -6 | x
CNC(=S)Nc1cccc2[nH]ncc12 | 0 | 2 | 4 | -4 | 0.3 | -3.0 | 6 | -3 | x
N#Cc1nc(COc2ccc(Br)cc2)oc1N1CCCC1 | -6 | -20 | -8 | -2 | -0.7 | -0.5 | 17 | -8 | -1.7
COCC(C)n1c(SCC(=O)N(C)C2CCS(=O)(=O)C2)nc2ccccc2c1=O (stereo unspecified) | -10 | 24 | 2 | 8 | 0.8 | 0.6 | 13 | 0 | 0.77
O=C(CN(c1ccccc1)S(=O)(=O)c1ccccc1)N/N=C/c1ccc(OC2CSC2)cc1 | -13 | 1 | -9 | -1 | 25 | -1.3 | 9 | -4 | 1.1
N#CCCn1c(C2CCCCC2)nc2ccccc21 | 1 | 2 | -1 | 7 | 1.9 | 2.0 | -5 | 5 | 0.013
Cc1nc2ccccc2n1CC(=O)OCC(=O)NCc1ccccc1 | -1 | 17 | -3 | 6 | 14 | 0.4 | -27 | -6 | 0.22
Cc1ccc(CNC(=O)C2CC(c3ccccc3F)=NO2)cc1 (stereo unspecified) | -2 | 29 | 3 | 6 | 0.5 | -5.0 | 5 | 3 | -1.2
Cn1c(SCC(=O)N2CCN(c3ccccc3)CC2)nnc1-c1ccncc1 | 4 | 10 | -9 | 13 | -0.4 | -1.3 | 4 | 6 | 0.61
CCc1nc(SCC(=O)Nc2cccc(C(F)(F)F)c2)c2c(=O)n(C)c(=O)n(C)c2n1 | -7 | 19 | 5 | 1 | 1.1 | -4.7 | -5 | -9 | 0.63
CCOC(=O)/C=C/C(=O)OCC(=O)Nc1cccc(Br)c1 | -1 | 26 | -5 | 5 | 0.9 | 0.5 | 1 | -4 | 0.48
COC(=O)C1C(c2ccc(OC)cc2)NC(=O)NC1(O)C(F)(F)Cl (stereo unspecified) | -7 | 16 | -1 | 4 | -0.5 | 0.5 | -6 | 3 | 0.76
N#Cc1c(Sc2ncc(C(F)(F)F)cc2Cl)nsc1C/C=N\OCc1c(F)cccc1Cl | 2 | -22 | 0 | 18 | -1.3 | -8.7 | -16 | -1 | 0.32
CN(C(=O)c1cc2sccc2n1C)C1CCCCC1 | -8 | 1 | -2 | -8 | 0.2 | 0.5 | -8 | 3 | 0.45
CCCN(CCC)S(=O)(=O)c1ccc(N2CCCC2=O)c([N+](=O)[O-])c1 | -2 | 2 | -16 | 12 | 1.2 | 1.8 | x | 8 | 0.28
O=c1[nH]c2ccccc2n1CCCSCCCn1c(=O)[nH]c2ccccc21 | 7 | 1 | 1 | 9 | 0.8 | -9.4 | 5 | 4 | -1.1
CCOC(=O)c1c(C)n(C)c2ccc(OCC(O)Cn3nc(C)c(Br)c3C)cc12 (stereo unspecified) | 4 | 0 | -4 | 11 | 2.7 | 1.7 | -4 | 5 | -0.08
Cc1ccc(C(=O)NCC(=O)OCC(=O)NC(C)c2ccccc2)s1 (stereo unspecified) | 10 | -13 | -6 | -1 | 2.3 | -2.8 | -2 | -5 | -0.62
COC(=O)COC(=O)c1ccc(Oc2nc(OC)nc(N(C)C)n2)cc1 | -7 | 0 | -23 | 28 | 0.1 | -0.7 | 5 | 20 | 0.16
COc1ccc(-c2cc(C(=O)N3CCN(C(c4ccccc4)c4ccccc4)CC3)no2)cc1OC | 2 | 2 | 0 | 21 | 1.0 | -4.1 | -2 | 9 | 0.11
CNC(=O)COC(=O)/C=C/c1c(C)nn(-c2ccccc2)c1C | -1 | -1 | 6 | 5 | 1.0 | 2.4 | 9 | 0 | 1.3
O=C(CCC(=O)c1ccccc1)NCCc1c[nH]c2ccccc12 | -4 | 6 | -14 | 4 | 0.0 | 0.2 | x | -1 | -0.23
COc1ccccc1N(CC(=O)Nc1ccc(F)c(F)c1)S(C)(=O)=O | -4 | -6 | -18 | 13 | 0.4 | 0.0 | 0 | 3 | 0.21
O=C(NCCCN1CCN(c2ccccc2F)CC1)C1CCN(S(=O)(=O)c2cccs2)CC1 | 2 | 4 | 10 | -2 | -0.4 | -2.5 | 3 | -1 | 1.3

A section of the results above:
molecule | Thrombin inh | Hck Nef HTS | KLK5 inh | FXIIa inh | L929 necroptosis | TNF necrop inh | Rad51 HR inh | FXIa inh 1536 | KCC2 mod
COc1ccccc1N(CC(=O)Nc1ccc(F)c(F)c1)S(C)(=O)=O | -4 | -6 | -18 | 13 | 0.4 | 0.0 | 0 | 3 | 0.21
O=C(NCCCN1CCN(c2ccccc2F)CC1)C1CCN(S(=O)(=O)c2cccs2)CC1 | 2 | 4 | 10 | -2 | -0.4 | -2.5 | 3 | -1 | 1.3

The list continues.
molecule | Thrombin inh | Hck Nef HTS | KLK5 inh | FXIIa inh | L929 necroptosis | TNF necrop inh | Rad51 HR inh | FXIa inh 1536 | KCC2 mod
CC(C)N(C(C)C)S(=O)(=O)c1ccc(Cl)nc1 | 4 | -2 | -16 | -1 | 0.3 | -1.0 | 18 | 7 | 0.79
CC(=O)N/C(=C\c1ccccc1)C(=O)OCC(=O)N(C)C1CCCCC1 | 10 | -1 | 44* | 18 | 0.2 | 2.4 | -4 | 5 | 0.66
O=C(O)CSc1ncnc2sc(-c3ccccc3)cc12 | 2 | 29 | -6 | 6 | 1.9 | 0.3 | -4 | 7 | 2.9
O=C(NCc1ccc2c(c1)OCO2)c1cccs1 | -6 | -3 | 2 | -3 | 2.2 | 2.9 | -6 | -5 | -0.041
Oc1ccc(/C=N/NC2=NCCCCC2)cc1 | -9 | 6 | -37 | -6 | 0.0 | 0.1 | 6 | -9 | 0.025
Cc1ccc(N2CCN(c3ccc(C)cc3)C2c2ccccn2)cc1 | 3 | -1 | 10 | 13 | 1.9 | 0.9 | -1 | 4 | -0.021
CCOC(=O)CSc1nc2c(sc(=S)n2Cc2ccco2)c(=O)n1-c1ccccc1 | 3 | 0 | -4 | 13 | -0.8 | -1.5 | -1 | 2 | x
Cc1ccc(S(=O)(=O)NC(N)=NCCc2ccc(Cl)cc2)cc1 | -2 | -5 | -127 | 7 | -0.1 | 0.3 | 15 | 4 | 0.0098
COc1ccc(C2C(C(C)=O)=C(O)C(=O)N2CCc2c[nH]c3ccccc23)cc1OC (stereo unspecified) | -2 | 0 | 7 | -6 | -0.5 | -0.5 | 3 | -6 | x
Cc1onc(-c2ccccc2)c1C(=O)N(Cc1ccco1)Cc1cccs1 | 14 | 16 | 31 | 21 | -2.7 | -0.4 | 10 | 40* | -1.4
COCC(C)NC(=O)COc1nncc2ccccc12 (stereo unspecified) | -1 | 22 | 3 | 7 | -0.4 | -0.2 | 1 | 1 | -0.2
O=C(NCc1ccc(F)cc1)C1CCN(S(=O)(=O)N2CCCC2)CC1 | 1 | 10 | -6 | 12 | 0.8 | 1.9 | 0 | 3 | 0.069
COc1cccc(Oc2c(C)oc3c(CN4CCCCC4)c(O)ccc3c2=O)c1 | 3 | -13 | -3 | -4 | -0.5 | 2.2 | 14 | -3 | 0.89
O=C1NC(=S)N/C1=C/c1cccc([N+](=O)[O-])c1O | 3 | -1 | 1 | 20 | 0.3 | -4.4 | 1 | 6 | 0.023
CN(CC1CCCO1)S(=O)(=O)c1ccc(C(=O)Nc2ccc3c(c2)OCO3)cc1 (stereo unspecified) | 5 | 14 | 61* | 29 | 0.9 | 2.2 | -3 | 34 | 1.3
O=C(CN1CCN(c2ccccc2)CC1)Nc1nccs1 | 0 | 2 | -4 | 14 | x | 2.3 | -5 | -2 | 0.33
CC(=O)N1N=C(c2ccco2)CC1c1cccs1 (stereo unspecified) | 1 | -1 | -15 | 7 | -0.1 | -3.1 | 8 | -5 | x
COc1ccc(-c2cc(C(F)(F)F)n3ncc(C(=O)N4CCc5ccccc5C4)c3n2)cc1 | 2 | 13 | 4 | 9 | -0.9 | 0.2 | 0 | -3 | 0.084
COc1cc(/C=C2/C(=O)c3cccc([N+](=O)[O-])c3C2=O)c(Br)cc1O | -1 | 47 | -11 | 15 | 0.9 | -8.2 | 2 | 5 | -4.7*
O=C(Nc1ccc(Cl)cc1)Nc1nnc(Cc2ccc([N+](=O)[O-])cc2)s1 | 3 | 5 | 0 | 11 | 0.6 | 0.4 | 0 | 0 | -0.054
O=C(CSc1nnc(CNc2ccc(F)cc2)n1Cc1ccccc1)NCc1ccco1 | -5 | 0 | -24 | 5 | 0.2 | -1.0 | 4 | -2 | x
Cc1ccc(N(CC(=O)NC(C)(C)C)C(=O)CS(=O)CC(=O)Nc2ccc(F)cc2)cc1 (stereo unspecified) | -2 | 17 | 3 | 7 | 0.3 | 0.1 | 4 | -1 | 1
O=C(CCNS(=O)(=O)c1cccc2nonc12)NC1CCCc2ccccc21 (stereo unspecified) | -7 | -5 | -1 | -1 | 1.4 | 0.8 | 3 | 3 | -0.97
CCCOc1cccc(C(=O)Nc2cccc(NC(=O)c3ccco3)c2)c1 | 1 | 2 | -3 | 9 | 2.5 | -2.4 | x | -2 | -0.85
CC1=NN(Cc2c(C)nn(Cc3ccccc3)c2C)C(C)(C)C1 | -2 | 3 | x | 12 | -0.6 | 0.6 | x | -3 | 0.89
Cc1nc2ccc(S(=O)(=O)NCC(=O)N3CCN(c4ccccc4)CC3)cc2s1 | 5 | 7 | 7 | 0 | 1.6 | -3.1 | 1 | 5 | -1.4
OC(CNCc1ccccn1)c1ccccc1 (stereo unspecified) | -11 | 1 | -12 | -5 | 0.3 | 1.8 | -4 | -10 | -0.21
Fc1ccc(-n2c(-c3ccc4ccccc4n3)n[nH]c2=S)cc1Cl | 3 | 12 | -21 | -7 | 1.3 | -1.2 | 1 | -4 | 26*
COc1ccc(CCNC(=O)CCS(=O)(=O)c2cccc3nsnc23)cc1OC | -4 | 1 | -10 | -7 | 2.2 | 0.2 | 7 | -1 | -0.85
CSc1nnc2c(n1)OC(c1ccc(C(=O)O)cc1)N(C(C)=O)c1ccccc1-2 (stereo unspecified) | -6 | 2 | 3 | 4 | 0.6 | 1.2 | 0 | -3 | x
CCCc1cc(C(=O)NNC(=S)NC(C)c2ccccc2)cs1 (stereo unspecified) | -3 | -2 | -220 | 0 | 1.2 | -0.2 | 8 | 8 | -1.6
O=C(/C=C/c1ccccc1)Nc1cc(C(=O)O)cc(C(=O)O)c1 | -8 | 21 | -4 | 7 | 2.5 | -0.7 | 0 | 6 | 0.49
CCOC(=O)c1c(NC(=O)COC(=O)Cn2c(C(F)(F)F)nc3ccccc32)sc(C)c1C | -7 | -1 | -4 | -11 | 0.5 | -3.1 | 9 | -6 | -0.0042
O=C(O)CCN1C(=O)C2C3CC(C2C1=O)C1C(c2ccccc2)c2sc(=O)n(-c4ccccc4)c2SC31 (stereo unspecified) | -12 | 14 | -6 | -2 | 3.2 | -2.0 | -4 | 0 | 1.2
CCOC(=O)C(C(=O)OCC)C(C)(C)/C(C)=N\Nc1ccc([N+](=O)[O-])cc1[N+](=O)[O-] | -3 | 7 | -9 | 18 | 1.0 | 0.7 | 12 | 13 | -0.28

The list is partial; the hit share may differ from the screen's.
